Dicer inh – inhibitors of human Dicer processing of pre-microRNA; Q9UPY3; cat-ELCCA pre-miR-21 Dicer processing, chemiluminescence; active compounds read high; z-score at 25 µM; actives 6% (n = 47,000); in the data active = z-score above about 3, passing the limit was not always enough;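 note: plate controls were vehicle for no effect and no enzyme for full effect; higher signal means more uncleaved substrate so more Dicer inhibition; strong numbers were not always called active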
Target sequence (Q9UPY3 whole entry, looked up): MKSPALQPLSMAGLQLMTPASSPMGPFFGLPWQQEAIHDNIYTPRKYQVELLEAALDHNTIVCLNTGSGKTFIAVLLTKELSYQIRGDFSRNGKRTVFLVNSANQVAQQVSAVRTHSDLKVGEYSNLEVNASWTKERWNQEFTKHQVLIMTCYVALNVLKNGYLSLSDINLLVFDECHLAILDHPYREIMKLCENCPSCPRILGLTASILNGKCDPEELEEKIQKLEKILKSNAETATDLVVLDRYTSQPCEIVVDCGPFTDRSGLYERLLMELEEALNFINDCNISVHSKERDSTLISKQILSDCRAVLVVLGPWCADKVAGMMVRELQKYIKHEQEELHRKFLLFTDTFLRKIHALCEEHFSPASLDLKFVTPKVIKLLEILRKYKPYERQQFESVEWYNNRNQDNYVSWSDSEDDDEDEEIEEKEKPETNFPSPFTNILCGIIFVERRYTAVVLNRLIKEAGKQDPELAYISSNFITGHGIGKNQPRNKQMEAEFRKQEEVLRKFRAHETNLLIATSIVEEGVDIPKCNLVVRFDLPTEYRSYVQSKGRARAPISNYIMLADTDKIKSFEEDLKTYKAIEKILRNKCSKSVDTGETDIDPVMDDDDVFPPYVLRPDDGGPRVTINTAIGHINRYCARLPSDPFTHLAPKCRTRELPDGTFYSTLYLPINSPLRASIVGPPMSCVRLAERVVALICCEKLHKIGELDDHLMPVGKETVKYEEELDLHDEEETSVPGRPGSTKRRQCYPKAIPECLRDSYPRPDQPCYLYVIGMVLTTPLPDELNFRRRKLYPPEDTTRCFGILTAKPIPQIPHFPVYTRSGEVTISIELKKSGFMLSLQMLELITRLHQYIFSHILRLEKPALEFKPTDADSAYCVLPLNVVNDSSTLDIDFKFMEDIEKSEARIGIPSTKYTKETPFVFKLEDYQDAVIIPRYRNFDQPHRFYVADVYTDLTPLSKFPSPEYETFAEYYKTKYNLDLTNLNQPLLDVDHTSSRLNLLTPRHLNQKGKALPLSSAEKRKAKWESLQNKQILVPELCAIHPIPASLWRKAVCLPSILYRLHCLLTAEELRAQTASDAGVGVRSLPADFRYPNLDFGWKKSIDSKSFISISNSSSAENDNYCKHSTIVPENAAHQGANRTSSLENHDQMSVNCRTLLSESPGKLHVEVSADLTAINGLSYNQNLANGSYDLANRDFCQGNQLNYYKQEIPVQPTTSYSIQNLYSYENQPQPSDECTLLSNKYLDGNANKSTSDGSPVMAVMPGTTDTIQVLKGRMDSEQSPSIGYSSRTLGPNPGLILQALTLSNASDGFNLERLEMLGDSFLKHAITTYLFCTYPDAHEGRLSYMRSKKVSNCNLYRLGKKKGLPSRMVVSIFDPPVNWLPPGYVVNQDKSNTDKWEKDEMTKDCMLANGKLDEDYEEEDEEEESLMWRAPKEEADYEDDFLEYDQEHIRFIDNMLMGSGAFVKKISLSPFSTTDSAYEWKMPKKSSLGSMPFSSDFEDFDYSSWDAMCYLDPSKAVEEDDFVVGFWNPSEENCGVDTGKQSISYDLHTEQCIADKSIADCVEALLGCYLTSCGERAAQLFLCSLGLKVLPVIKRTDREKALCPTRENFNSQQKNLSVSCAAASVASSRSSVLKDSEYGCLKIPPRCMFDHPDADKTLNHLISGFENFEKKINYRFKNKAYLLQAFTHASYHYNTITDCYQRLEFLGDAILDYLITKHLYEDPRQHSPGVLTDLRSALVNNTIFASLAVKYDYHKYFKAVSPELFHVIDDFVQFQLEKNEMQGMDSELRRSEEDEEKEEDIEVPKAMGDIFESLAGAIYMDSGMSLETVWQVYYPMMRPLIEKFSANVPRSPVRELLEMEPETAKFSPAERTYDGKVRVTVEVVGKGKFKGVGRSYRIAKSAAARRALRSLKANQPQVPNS
The depositor's hits bear a star. Only part of the results is shown, so the mix of outcomes need not match the whole.

canonical_smiles | Dicer inh
CC(NCCC(c1ccccc1)c1ccccc1)c1ccccc1 (stereo not drawn) | 0.31
COC(=O)COc1ccc2c(=O)c(Oc3ccc(C(C)(C)C)cc3)coc2c1 | -0.6
N#Cc1ccc(C(O)COc2ncnc3cc(Cl)ccc23)cc1 (stereo not drawn) | 0.11
C=CCOC(=O)c1sc(NC(=O)c2sc3ccccc3c2Cl)nc1C | 0.79
O=S1(=O)C=Cc2ccc(NC(=S)Nc3ccccc3C(F)(F)F)cc21 | -1.9
COc1ccc(-c2coc3cc(O)ccc3c2=O)cc1OC | 2.9
O=C(CSc1n[nH]c(=O)n1-c1cccc(F)c1)Nc1cc(Cl)cc(Cl)c1 | 0.29
Cc1oc2cc3c(C(=O)OCCN(C)C)c(C)oc3cc2c1C(=O)OCCN(C)C | 0.34
Nc1ccc(Cc2nc3ccc(C(=O)O)cc3[nH]2)cc1 | 1.7
c1ccc2c(CN3CCN(Cc4ccc5c(c4)OCO5)CC3)c[nH]c2c1 | 5
C/C(COc1ccc(-c2csnn2)cc1)=N\NC(N)=S | 0.52
COC(=O)c1cc2cc(N)ccc2s1 | 1
CC1(C)CC(=O)C2=C(C1)OC(N)=C(C#N)C21C(=O)c2ccccc2C1=O | -0.06
Cc1ccc(C2CC(=O)C=C(Nc3n[nH]c(C)c3-c3ccccc3)C2)cc1 (stereo not drawn) | 1.4
Cc1ccc(CSc2nnc3c(n2)[nH]c2ccc(Br)cc23)cc1 | -0.38
O=[N+]([O-])c1cc(C(F)(F)F)ccc1Oc1cccc(N2CCOCC2)c1 | -1.2
O=C1CC(N2CCN(c3cccc(Cl)c3)CC2)C(=O)N1c1cccc(Cl)c1 (stereo not drawn) | 0.79
O=S1(=O)Cc2ccc(NS(=O)(=O)c3ccc(Br)s3)cc2C1 | -0.05
Cc1ccc(C(=O)Nc2ccc(N3CCOCC3)nc2N2CCOCC2)cc1 | 1
CCOC(=O)Cc1cc(=O)n2[nH]cnc2n1 | -0.72
Cn1c(=O)cc(N)n(-c2ccccc2)c1=O | -0.41
CCOC(=O)c1cc(C(C)(C)C)n(CCCN2CCOCC2)c1C | -0.43
COC(=O)c1ccc(/C=N/Nc2ncccc2[N+](=O)[O-])n1-c1ccc(F)cc1 | -1.3
Cc1csc2nc(NC(=O)c3ccccc3)sc(=O)c12 | 0.89
Cc1cc(NCc2ccc3c(c2)OCO3)ccc1Br | 3.8*
Cc1nn2c(-c3ccco3)ccnc2c1-c1ccc(Cl)cc1 | 1
CC(CC(=O)O)Oc1ccc(Cl)cc1[N+](=O)[O-] (stereo not drawn) | -0.09
Cc1cc(OCCCCCn2ccnc2)cc(C)c1Cl | 0.93
CC(C)(C)C1=CC(=O)C(C(C)(C)C)=CC1=O | 1.3
CSCCC1Oc2ccccc2C2CC(c3ccccc3O)=NN12 (stereo not drawn) | 3.8
O=S(=O)(Cc1ccc(Cl)cc1)N1CCc2ccccc2C1 | -1.3
Cc1cc(C)c(C#N)c(Sc2ncnc3c2sc2nc(C)cc(C)c23)n1 | 1.2
Cc1ccc(/C(O)=C2/C(=O)C(=O)N(CCCN3CCOCC3)C23C(=O)N(C)c2ccccc23)cc1 (stereo not drawn) | 0.34
O=C(O)C1CSC(c2ccoc2)N1 (stereo not drawn) | -0.2
CN(C)c1ccc(/C=N/NC(N)=S)cc1C#N | 0.03
CCCOc1cc(C)c(S(=O)(=O)n2cnc3ccccc32)cc1C | 9.1
CC(C)(C)S(=O)(=O)c1cnc(N2CCCC2)nc1N | 2
CC1(C)Cc2c(c(N3CCOCC3)nc3sc(C(=O)c4ccccc4)c(N)c23)CS1 | 2.8
CCOC(=O)Cc1csc(/N=C/NO)n1 | -2.8
Cc1cc2c(cc1C)CSC(c1ccc(N(C)CCC#N)cc1)SC2 | -1.5
Cc1ccc(-c2noc(CC3CCCCC3)n2)cc1 | 1.9
Cc1nc2c(C)cccc2c2c1CCN2c1ccc(Cl)cc1 | -0.45
Cc1c(Cl)cccc1NC(=O)Nc1cc(C(C)(C)C)on1 | 0.24
Cc1ccc2ccc(C(Nc3ccccn3)c3ccc(N(C)C)cc3)c(O)c2n1 (stereo not drawn) | 4.4*
COc1ccc(C2CC(=O)C3=C(C2)Nc2ccccc2NC3c2coc3ccccc3c2=O)cc1 (stereo not drawn) | 1.8
Cc1c(-c2ccnn2C(=O)Nc2ccccc2)sc2ccccc12 | -0.81
O=C(CN1C(=O)CSC1=O)Nc1ccccc1N1CCOCC1 | -0.01
O=C(CC1(O)C(=O)N(CCCc2ccccc2)c2ccccc21)c1ccccc1O (stereo not drawn) | -0.51
CCOC(=O)c1cnc(Nc2ccc(F)cc2)nc1C(F)(F)F | -0.57
O=C(O)c1ccccc1S(=O)CCO (stereo not drawn) | 0.27
CNC(=O)Nc1cc(C(C)(C)C)no1 | 0.07
NC(=O)C12CCCC(Br)(CCC1)C2 | 0.34
O=C(CN1CCCCC1)c1c[nH]c2ccccc12 | 1.4
O=c1c2ccccc2nc2sc3ccc(Cl)cc3n12 | -0.07
CC(=O)Oc1cc(Sc2ccccc2)ccc1[N+](=O)[O-] | 0.18
Cc1ccc(NC(C(=O)O)c2ccccc2)cc1 (stereo not drawn) | 2.1
Fc1ccc(NC(=S)Nc2cc(C(F)(F)F)ccc2N2CCCC2)cc1Cl | 0.83
O=C1c2cccc3c(O)ccc(c23)C(=O)N1c1ccc(Cl)cc1 | -0.68
C=CCSc1ncnc2c1sc1nc(C)cc(C)c12 | 3.1*
CN1C(=O)C(O)N(c2ccccc2)C1=O (stereo not drawn) | -7.5

(further entries)
canonical_smiles | Dicer inh
COCc1nc(-c2ccc(-c3ccc(Cl)cc3)nc2OC)no1 | -0.2
COC(=O)c1ccc(C2c3c(oc4ccccc4c3=O)C(=O)N2c2nnc(C(C)C)s2)cc1 (stereo not drawn) | 0.12
O=C1CN(c2ccc(OC(F)(F)F)cc2)C(=O)CN1CC1CC1 | 2.2
Fc1ccc(NC(=S)Nc2ccc(F)cc2F)c(F)c1 | 1.4
CCCOC(=O)C(CC)Oc1ccc2c(=O)c(Oc3ccccc3Br)coc2c1 (stereo not drawn) | -0.04
NC1C=CC=C(C(=O)O)C1 (stereo not drawn) | -0.81
CCCCC(=O)Oc1ccc2oc(-c3ccc(OC)cc3)cc(=O)c2c1 | 1.4
CC(C)(C)SCCNC(=O)c1ccco1 | 0.35
COc1cc2c(=O)oc(-c3cccnc3Oc3ccccc3)nc2c(OC)c1OC | -1.6
C/C(Nc1ccccc1C)=C1/CCOC1=O | 4*
CN1CCN(C(=O)c2cnn3c(C(F)(F)F)cc(-c4ccco4)nc23)CC1 | 1.1
COC(=O)/C(C#N)=C/c1cc(Br)c(OC(C)=O)c(OC)c1 | 2.7
CCOC(=O)C1=C(C)Nc2nnnn2C1c1ccccc1Cl (stereo not drawn) | 0.19
Cc1ccc(C)c(-n2c(N)c(C#N)c3nc4ccccc4nc32)c1 | -2
Cc1c(C(=O)N2CCN(C)CC2)sc2ncn(CC(=O)N3CCOCC3)c(=O)c12 | -2.8
COc1ccc(C2C(C#N)=C(C)NC3=C2C(=O)CC(c2ccc(Cl)cc2)C3)cc1OC (stereo not drawn) | 0.06
CC(CN(C)Cc1ccccc1)OC(=O)c1ccc2c(c1)OCCO2 (stereo not drawn) | 2.3
CC(=Nc1ccccc1C(F)(F)F)c1cccs1 | 1.7
O=C(/C=C/S(=O)(=O)c1ccc(Br)cc1)c1ccc(F)cc1 | -1.3
c1ccc(CSc2nc3ccccc3[nH]2)cc1 | 0.44
COc1ccccc1NC=C1C(=O)OC(C)(C)OC1=O | 11
CC(=O)OC1CCC2(C)C(=CCC3C2CCC2(C)C(C(=O)OC4CC5CCC4C5)CCC32)C1 (stereo not drawn) | -2
O=C(COC(=O)c1ccccc1-c1ccccc1)c1ccccc1 | 2.1
CCOC(=O)CC1Sc2ccccc2N=C1SCC(=O)Nc1cccc(C(F)(F)F)c1 (stereo not drawn) | -0.33
O=C(O)CCCNC(=O)c1cccs1 | 0.61
O=c1[nH]c2ccccc2c2oc(-c3ccccc3)nc12 | -1.2
CCOC(=O)C(NC(C)=O)(Nc1ccc(C(O)(C(=O)OCC)C(F)(F)F)cc1C)C(F)(F)F (stereo not drawn) | 2.7
O=C(COC(=O)CN1C(=O)C(=O)c2ccccc21)NCc1ccco1 | 1.4
Cc1c(Br)c([N+](=O)[O-])nn1CC(N)=O | -0.4
CCCN/C(=C/C(=S)Nc1cccc2ccccc12)c1ccc(OC)cc1 | 2.4
Cc1nc2c(ncn2-c2ccccc2)c(=O)n1NC(=O)CN1CCCC1 | 0.52
CCOC(=O)NC(N1CCCCC1)(C(F)(F)F)C(F)(F)F | 1.8
CCCN1C(=O)C(O)(CC(=O)c2ccc(C)s2)c2cc(Br)ccc21 (stereo not drawn) | 0.78
O=C(O)c1c2c(nc3ccccc13)CSc1ccc(Cl)cc1-2 | -0.86
Cn1c(=O)c2c(ncn2Cc2cccc3ccccc23)n(C)c1=O | -0.05
NC(=O)C(=O)O | -0.58
c1ccc(OCc2nnc3sc(-c4nn5c(COc6ccccc6)nnc5s4)nn23)cc1 | 0.62
Cc1ccc2nc(/C=C/c3ccco3)oc(=O)c2c1 | 11*
Cc1cc2nc(NC3=NCN(Cc4ccc5c(c4)OCO5)CN3)nc(C)c2cc1C | 3.2*
COc1cccc(C2Sc3ccccc3NC3=C2C(=O)c2ccccc23)c1OC (stereo not drawn) | 3.6*
Cn1c(=O)n(CC(=O)O)c(=O)c2c1nc1n2CCCN1C1CCCCC1 | 0.87
CSc1ccc(Cl)cc1NC(=O)c1c(C)noc1C | 16
COCCNC(=O)CSc1nc(-c2ccco2)cc(C(F)(F)F)n1 | -0.49
CCOc1ccc(C2/C(=C(\O)c3ccc(C)cc3)C(=O)C(=O)N2CCCOC)cc1 (stereo not drawn) | -1.4
FC(F)(F)c1oc(-c2ccc(Cl)cc2)cc1-c1nc(-c2ccc(Cl)cc2)no1 | -0.38

Among those listed so far, these have a furan ring, fused or not:
canonical_smiles | Dicer inh
Cc1oc2cc3c(C(=O)OCCN(C)C)c(C)oc3cc2c1C(=O)OCCN(C)C | 0.34
Cc1nn2c(-c3ccco3)ccnc2c1-c1ccc(Cl)cc1 | 1
O=C(O)C1CSC(c2ccoc2)N1 (stereo not drawn) | -0.2
CC(C)(C)SCCNC(=O)c1ccco1 | 0.35
CN1CCN(C(=O)c2cnn3c(C(F)(F)F)cc(-c4ccco4)nc23)CC1 | 1.1
O=C(COC(=O)CN1C(=O)C(=O)c2ccccc21)NCc1ccco1 | 1.4
Cc1ccc2nc(/C=C/c3ccco3)oc(=O)c2c1 | 11*
COCCNC(=O)CSc1nc(-c2ccco2)cc(C(F)(F)F)n1 | -0.49
FC(F)(F)c1oc(-c2ccc(Cl)cc2)cc1-c1nc(-c2ccc(Cl)cc2)no1 | -0.38

Continued.
canonical_smiles | Dicer inh
O=C(c1ccc([N+](=O)[O-])cc1)C1C(=O)N(c2ccccc2)C(=O)N(c2ccccc2)C1=O | 0.29
COC(=O)C1=C(C)NC2=C(C(=O)CC(C)(C)C2)C1c1cn[nH]c1-c1ccc(OC)cc1 (stereo not drawn) | -0.37
COc1cc2c(cc1OC)C(C)N(C(=O)CC(C)(C)CC(=O)O)CC2 (stereo not drawn) | -0.35
c1ccc(Nc2ncnc3ccccc23)cc1 | -0.77
Cc1ccc(-c2ccccc2)n1-c1cccnc1 | -0.93
COc1ccc(C2NC(c3ccc(OC)cc3)C(C)C(=O)C2C)cc1 (stereo not drawn) | -0.54
CCOC(=O)c1nnn2c1nc(SCc1ccccc1Cl)c1ccccc12 | -1.8
CCOC(=O)c1cc(OCCOC)c(OCCOC)cc1NS(=O)(=O)c1cn(C)cn1 | 0.89
Cc1cc(-c2ccccc2)n2nc(C)cc2n1 | 0.05
C=CCN1/C(=C/c2cccc[n+]2C)Sc2ccccc21 | 1.2
Cc1c(Cl)cccc1SCC(=O)O | -1.5
Cc1ccc(N2C(=O)CC(Sc3cccs3)C2=O)cc1 (stereo not drawn) | -5.7
O=C1Nc2ccc(S(=O)(=O)Nc3ccc(O)c(-c4c(O)ccc5ccccc45)c3)c3cccc1c23 | 11
Cc1ccsc1/C=C/C(=O)O/N=C/c1c(Cl)cccc1Cl | -0.4
O=C(O)c1cccc(N2C(=O)C3CC=C(Cl)CC3C2=O)c1 (stereo not drawn) | 0.43
O=C1c2ccccc2C(=O)N1C1CCN(Cc2ccccc2)CC1 | 0.97
O=C(NC(=S)NCc1ccncc1)c1ccccc1 | 3.4*
COc1cc(NC(N)=S)c(OC)cc1Cl | -1.4
Cc1ccc(-c2c[n+]3c(n2-c2ccccc2)SCC3)cc1 | -0.83
O=C(Cc1ccccc1F)Nc1nnc(C2CC2)s1 | 2.4
C=CCOC(=O)C(CC(=O)O)NC(=O)OCC1c2ccccc2-c2ccccc21 (stereo not drawn) | -0.22
NC[C@H](O)c1ccc(O)c(O)c1 | 2
CN(C)c1oc(-c2ccc(Cl)cc2)nc1S(=O)(=O)c1ccc(Cl)cc1 | -0.08
C/C(=C\C(=O)Nc1cscc1C)C(=O)O | 0.17
CN(C)CCN(Cc1ccccc1)C(=O)C(C(=O)c1ccc(Br)cc1)n1ccccc1=O (stereo not drawn) | -1.1
Cc1ccc(S(=O)(=O)N2CCN(Cc3ccc4c(c3)OCO4)CC2)cc1 | 7.4*
CC1(C)C=C(c2ccc(O)cc2)CC(C)(C)N1 | 19
Cc1[nH]nc2oc(=O)c([N+](=O)[O-])c(C)c12 | -1.7
CSC1=N/C(=C\c2ccccc2OCc2ccccc2)C(=O)S1 | 0.07
Cc1cc(C(=O)Nc2ccc(F)cc2)c(C)o1 | -1.7
CCCCOC(=O)c1ccc2c(c1)C(=O)NC2=O | 1.5
O=C(NCc1ccccc1)c1nn2c(c1Br)NC(c1ccccc1)CC2C(F)(F)F (stereo not drawn) | 5.2*
CC(=O)NNc1ncc(C(F)(F)F)cc1Cl | -0.96
